# sPLA2-III inh: human group III sPLA2 inhibitors, primary screen, biochemical, QFRET, BODIPY PC-A2 liposome substrate; Group 3 secretory phospholipase A2 (Homo sapiens), Q9NZ20; QFRET BODIPY PC-A2 liposome hydrolysis, fluorescence; inhibition, % at 12.2 µM; 0.56% of 370,000 active; AID 743126, 2013;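 active = inhibition above mean plus 3 SD of compounds lying within the high and low control bounds, cut at about 19% in these data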;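 also: 0% = median of test compound wells and 100% = no enzyme DMSO wells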
# PG9 binder: binders of HIV-1 gp120 antibody PG9, primary screen, biochemical, TR-FRET; AID 624416, 2012; TR-FRET gp120-PG9 antibody binding; inhibition, % at 6.7 µM; HIV-1 gp120 / PG9 antibody interaction; 0.43% of 360,000 active; in the data active = inhibition above about 8.5%
# GAA850 FXN act: FXN promoter activators, primary screen, cell-based, luciferase luminescence, HEK293 lucGAA850; HEK293 lucGAA850 FXN promoter luciferase reporter, 24 h; percent of 10 µM SAHA response; activation, % at 6 µM; 0.56% of 360,000 active; AID 540364, 2011;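 active = activation above the average of all compounds screened plus 3 SD, cutoff fixed separately per campaign, cut at about 7.5% in these data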;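 also: 0% = DMSO wells and 100% = 10 µM SAHA wells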
# SMARCA2 activ: SMARCA2 (BRM) function activators, primary screen, cell-based, luminescence, high throughput; MG213 cells, MMTV-luciferase reporter, dexamethasone, overnight; 1% of 370,000 active; activation, % at 9.1 µM; in the data active = activation above about 7.8%;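 also: 0% = vehicle wells and 100% = reference activator wells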
# DAX1 inh-1: DAX1 (NR0B1) inhibitors, primary screen, cell-based, HEK293, Gal4-DAX1, luciferase luminescence; Nuclear receptor subfamily 0 group B member 1 (Homo sapiens), P51843; 0.99% of 340,000 active; AID 504766, 2011; inhibition, % at 6.75 µM; HEK293 Gal4-DAX1 luciferase reporter;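 active = inhibition above the mean over all tested compounds plus 3 SD, cut at about 4.2% in these data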;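 also: 0% = DAX1-transfected cells with DMSO and 100% = empty-vector control cells with DMSO; inhibition shows as a rise in luminescence from relieved DAX1 repression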
# NR1D1 modulator: modulators of Rev-erb alpha DNA binding, primary screen, biochemical, FITC-DNA, fluorescence polarization, uHTS | Nuclear receptor subfamily 1 group D member 1 (Homo sapiens), P20393 | Rev-erbα–FITC-DNA binding, 90 min | activity, % at 10 µM | 0.79% of 370,000 active | AID 1259318, 2017;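 active = activity above about 14%, limit read from the data; passing the limit was not always enough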;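 also: 0% = DMSO wells with 35 nM protein and 100% = DMSO wells with 750 nM protein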
# hgDAF12 agonist: H. glycines DAF-12 receptor agonists, primary screen, cell-based, luminescence, HEK293, GAL4 fusion, UAS-luciferase | activation, % at 6.8 µM | HEK293 GAL4-hgDAF12 UAS-luciferase reporter, agonist luminescence; normalized to butyrate control | Nuclear hormone receptor DAF-12 (Heterodera glycines), GAL4 fusion | 1.8% of 370,000 active;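 active = activation above a cutoff set at the mean of all screened compounds plus 3 SD, cut at about 10% in these data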;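 also: 0% = DMSO wells and 100% = sodium butyrate wells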
# hcDAF-12 act: H. contortus DAF-12 nuclear receptor activators, primary screen, cell-based, luminescence, HEK293, lit1-tk-luc reporter; 1.4% of 370,000 active; activation, % at 6.8 µM; HEK293 hcDAF-12 lit1-tk-luc reporter; 0% DMSO, 100% Δ7-dafachronic acid;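 active = activation above the mean of all tested compounds plus 3 SD, cut at about 5.5% in these data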;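 also: 100% = response to 3 µM Δ7-dafachronic acid high control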
# ssDAF12 agonist: S. stercoralis DAF-12 nuclear receptor activators, primary screen, cell-based, luminescence, HEK293, GRIP1 co-expression, lit1-tk-luc; AID 652126, 2013; 1% of 370,000 active; activation, % at 6.8 µM; HEK293 ssDAF-12/GRIP1 lit1-tk-luc reporter; % of 3 µM dafachronic acid response; Nuclear hormone receptor DAF-12 (Strongyloides stercoralis);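 active = activation above the mean over all tested compounds plus 3 SD, cut at about 0.9% in these data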;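 also: 0% = DMSO-only wells and 100% = 3 µM delta7-dafachronic acid wells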
# PLC-beta3 inh: human PLC-beta3 inhibitors, primary screen, biochemical, fluorescence | 1-phosphatidylinositol 4,5-bisphosphate phosphodiesterase beta-3 (Homo sapiens), Q01970 | Purified PLC-beta3, fluorogenic substrate | inhibition, % at 12.2 µM | 0.18% of 370,000 active | AID 720704, 2013; in the data active = inhibition above about 11%;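 also: 0% = median of compound wells on plate and 100% = full blocker control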
# Target sequence (Q01970 whole entry, looked up): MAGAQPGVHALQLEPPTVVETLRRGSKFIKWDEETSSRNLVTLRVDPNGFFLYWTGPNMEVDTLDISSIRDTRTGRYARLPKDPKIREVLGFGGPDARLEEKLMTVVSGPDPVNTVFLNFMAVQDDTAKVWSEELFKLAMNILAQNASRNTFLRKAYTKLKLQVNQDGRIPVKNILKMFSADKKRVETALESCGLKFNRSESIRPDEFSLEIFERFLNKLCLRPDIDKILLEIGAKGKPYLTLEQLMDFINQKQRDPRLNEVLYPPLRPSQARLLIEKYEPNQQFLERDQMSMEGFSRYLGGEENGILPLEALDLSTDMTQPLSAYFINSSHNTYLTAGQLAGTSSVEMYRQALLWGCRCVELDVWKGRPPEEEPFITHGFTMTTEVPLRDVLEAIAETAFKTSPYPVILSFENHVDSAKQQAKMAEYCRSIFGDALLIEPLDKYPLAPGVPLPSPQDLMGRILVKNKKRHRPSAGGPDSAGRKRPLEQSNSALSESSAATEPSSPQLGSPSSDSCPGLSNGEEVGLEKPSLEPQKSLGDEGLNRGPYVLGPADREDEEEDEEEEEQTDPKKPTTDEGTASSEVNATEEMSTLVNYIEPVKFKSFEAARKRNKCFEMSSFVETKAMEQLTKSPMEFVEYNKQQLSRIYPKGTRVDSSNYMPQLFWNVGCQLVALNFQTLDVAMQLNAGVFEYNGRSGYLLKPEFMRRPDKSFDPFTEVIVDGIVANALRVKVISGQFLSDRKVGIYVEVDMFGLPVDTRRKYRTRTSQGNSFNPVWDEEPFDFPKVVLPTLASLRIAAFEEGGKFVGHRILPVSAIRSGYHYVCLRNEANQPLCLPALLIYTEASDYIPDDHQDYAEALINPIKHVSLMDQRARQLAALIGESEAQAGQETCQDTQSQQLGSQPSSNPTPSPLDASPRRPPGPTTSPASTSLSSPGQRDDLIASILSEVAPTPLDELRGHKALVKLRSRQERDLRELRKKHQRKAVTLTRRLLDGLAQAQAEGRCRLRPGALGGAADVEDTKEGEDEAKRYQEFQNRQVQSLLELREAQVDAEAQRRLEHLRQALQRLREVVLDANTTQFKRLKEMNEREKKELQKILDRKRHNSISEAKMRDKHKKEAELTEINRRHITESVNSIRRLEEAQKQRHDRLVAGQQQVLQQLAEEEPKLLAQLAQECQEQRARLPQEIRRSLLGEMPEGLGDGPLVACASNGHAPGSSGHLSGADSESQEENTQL
# DAX1 inh-2: DAX1 (NR0B1) inhibitors on StAR promoter, primary screen, cell-based, luminescence, SF-1 (NR5A1), full-length DAX-1; HEK293T StAR-luciferase reporter, SF-1/DAX-1 repression relief; inhibition, % at 6.8 µM; 1.1% of 370,000 active; AID 652010, 2013;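 active = inhibition above the mean over all tested compounds plus 3 SD, cut at about 3.6% in these data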;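 also: 0% = DAX-1 cells with DMSO and 100% = cells lacking DAX-1 with DMSO; higher inhibition means more luminescence from relief of DAX-1 repression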
# An asterisk follows results filed as active; i = inactive; . = no result given.
SMILES,sPLA2-III inh,PG9 binder,GAA850 FXN act,SMARCA2 activ,DAX1 inh-1,NR1D1 modulator,hgDAF12 agonist,hcDAF-12 act,ssDAF12 agonist,PLC-beta3 inh,DAX1 inh-2
COc1ccc([C@H]2C=C(C(=O)O)O[C@@H](OCc3ccc(CO)cc3)C2)cc1,-5.6,-2.9,2.7,1.5,0.0,0.6,3.8,3.8,-1.0,-9.9,0.1
COCCn1c(SCC(=O)c2ccccc2)nc2ccccc2c1=O,-41.7,-3.2,4.6,1.1,.,0.6,-2.9,-1.7,-2.2,4.1,-1.2
Cc1nc(CSc2nc3[nH]ncc3c(=O)n2-c2ccccc2)cs1,-3.0,-0.6,1.6,-0.5,1.2,2.0,-2.8,-1.1,-1.4,4.7,-1.4
O=C(Nc1ccccc1C(=O)N1CCOCC1)c1ccc([N+](=O)[O-])cc1,1.8,-0.3,0.3,-3.1,-0.6,-0.2,3.0,0.5,-1.3,3.1,0.0
Cc1ccc(-n2nc(-c3ccc(N)cc3)cc2N)cc1,17.9,-0.8,1.4,1.9,-0.5,0.3,-1.9,2.1,-0.5,-23.4,-0.1
Cc1ccccc1-c1cnc(C(O)c2ccc(F)c(F)c2)[nH]1 (centres undefined),9.7,-0.7,0.3,5.5,.,2.0,4.8,0.1,-0.1,1.9,0.7
Cc1nn(CC(=O)NCCCN2CCN(Cc3ccccc3)CC2)c(=O)c2cc(-c3ccccc3)nn12,-6.6,-2.7,0.8,8.5*,-0.4,-1.9,1.3,-1.0,-1.4,-3.7,-0.1
O=C(Cn1nc(C(F)(F)F)c2c1CCCC2)N1CCOCC1,7.9,0.2,0.6,-1.7,0.5,0.9,-0.7,-0.4,-0.1,0.7,-0.4
COc1ccc2[nH]c3c(c2c1)CCN1C(=O)C(CC(=O)NCCCn2ccnc2)C[C@H](C(=O)N2CCOCC2)[C@@]31C (some centres undefined),0.7,-0.1,-0.8,-3.2,0.4,-4.1,1.5,-0.2,-0.6,-1.4,-0.5
C=CC[C@H]1CC(C)=C[C@H](CC=C)N1,-5.1,-1.1,0.9,-0.1,0.0,-1.2,-0.6,-0.1,-1.1,-0.4,-0.1
COc1ccc(C(=O)Nc2ccccc2C(=O)Nc2cccnc2)cc1,-4.1,-0.8,5.9,-0.1,-0.4,4.0,2.4,1.1,-1.2,-5.7,-0.4
C(=N\Nc1ccc(-n2ccnc2)nn1)/c1ccccc1,1.3,-0.4,-0.2,-1.8,2.4,-1.7,-0.5,-1.4,-1.2,-1.6,0.8
Nc1cc(=O)nc(SCC(=O)Nc2ccccc2Cl)n1-c1ccccc1,-1.3,-3.1,2.2,5.3,1.0,2.0,-1.4,-1.4,-1.8,-12.2,0.8
O=C(CN1C(=O)C2CCCCC2C1=O)N1CCN(c2ccccc2)CC1 (centres undefined),0.5,1.6,5.1,2.1,-0.6,0.3,2.5,0.9,-1.0,1.8,0.4
CCOC(=O)/C=C1\SCC(=O)N1CC(=O)Nc1ccccc1OC(F)F,-7.7,2.5,1.7,0.8,-0.1,.,-1.8,-1.7,-1.3,1.6,-0.2
CCOc1ccc(NC(=S)Nc2ccccc2C2CC2)cc1,6.7,-2.4,0.8,-0.2,-0.4,4.3,0.0,0.4,-1.3,-0.4,-0.6
O=[N+]([O-])c1ccc(NN=C2CC3CCC2C3)c([N+](=O)[O-])c1 (centres undefined),-1.8,-1.2,.,0.3,.,2.4,3.6,-2.2,-1.4,1.0,0.2
CCOc1cc(/C=C2/N=C(c3ccc4c(c3)OCO4)OC2=O)ccc1OC(C)=O,-11.3,-2.5,0.8,3.1,1.3,-5.9,3.6,0.0,-1.3,-4.0,0.8
c1ccc(CCNCc2cccs2)nc1,9.2,2.0,0.8,-4.5,0.0,2.4,1.5,0.7,-0.4,-10.3,1.4
Cc1ccc(Br)cc1S(=O)(=O)N1CCN(c2ccccc2)CC1,2.7,0.5,-0.1,-2.5,-1.1,1.9,1.0,-1.5,-1.6,-0.8,-0.2
O=C(NCCc1ccccc1)c1cccnc1N1CCCCCC1,5.8,-2.9,1.7,-0.5,0.7,0.1,-1.3,-1.5,-1.9,-2.8,-0.6
Cc1cnc(NC(=O)c2cccs2)s1,-0.8,1.8,5.1,2.9,0.4,-4.5,12.1*,6.2*,-0.1,-4.4,1.7
COc1cc(C(=O)NNC(=O)c2nn(C)c(=O)c3ccccc23)cc(OC)c1OC,4.5,1.2,-1.3,0.0,1.4,10.8,-1.9,-1.5,-1.3,4.3,1.3
Cn1c(C(=O)N2CCCC2)cc2c(=O)n(C)c3ccccc3c21,-0.6,-1.2,1.0,-0.2,3.2,-2.5,-2.1,-0.8,-0.6,1.3,0.8
COc1ccc(/C(C)=N/NC(=O)C(NC(=O)c2ccccc2)c2n[nH]c(=O)c3ccccc23)c(OC)c1 (centres undefined),-4.7,1.0,5.4,1.3,2.0,-2.5,1.3,-0.5,-0.5,-2.1,-0.6
SMILES,sPLA2-III inh,PG9 binder,GAA850 FXN act,SMARCA2 activ,DAX1 inh-1,NR1D1 modulator,hgDAF12 agonist,hcDAF-12 act,ssDAF12 agonist,PLC-beta3 inh,DAX1 inh-2
OCC1(CC2CCCCO2)CCN(Cc2cccc(O)c2)CC1 (centres undefined),13.2,-2.2,0.2,-5.5,3.2,-2.4,7.5,-0.1,-1.2,-1.5,0.9
Cc1ccc(C(=O)N2CCOCC2)cc1S(=O)(=O)N1CCCC1,-2.7,-2.2,0.5,3.2,0.9,1.5,2.5,0.3,-0.4,0.1,0.1
C=CCN(C(=O)c1csnn1)C(C(=O)NC1CCCC1)c1ccc(OC)cc1 (centres undefined),-0.6,-1.0,-0.5,-2.9,2.7,1.9,-0.1,-0.4,-0.5,-1.6,-0.1
CCC(CC)COC(=O)C1=C(C)NC(=O)NC1c1ccc(OC)cc1 (centres undefined),0.9,-1.7,1.0,1.0,-0.1,20.7*,-1.4,-0.8,-1.1,-3.1,-0.4
CC1CCC2(CC1)NC(=O)N(CC(=O)Nc1cccc(S(=O)(=O)N(C)c3ccccc3)c1)C2=O (centres undefined),-25.2,-1.7,-1.9,1.0,-1.0,4.4,-4.8,-2.2,-1.3,-3.0,-1.4
Cc1ccc(C(=O)N/N=C/C2=Cc3ccccc3OC2C)cc1 (centres undefined),-6.2,-3.2,1.4,0.2,-1.0,1.3,5.5,-1.5,-1.8,-447.1,-0.2
CCCCNC(=O)CSc1nc2ccc(N3CCOCC3)cc2c(=O)n1CCc1ccccc1,18.5,0.6,-0.9,0.6,1.1,3.2,2.9,2.4,-1.0,-406.5,0.7
COc1ccc(NC(=S)N(CCN2CCOCC2)Cc2cc3cc4c(cc3[nH]c2=O)OCCO4)cc1,0.3,1.7,1.5,-1.2,2.7,-10.6,-3.5,0.2,-2.0,-40.3,0.1
COc1ccc(Sc2ccc(/C=C3\C(=O)NN(c4ccccc4)C3=O)o2)cc1,5.2,2.5,3.5,-1.8,0.0,-2.9,2.5,2.1,-1.4,-4.7,-0.2
O=C(COC(=O)c1cccc(C(=O)OCC(=O)NC2CCCCC2)n1)NC1CCCCC1,-0.1,0.3,-0.6,-0.7,-0.4,-1.2,-0.3,-0.7,-1.2,2.8,0.8
COc1ccccc1-c1nc(-c2ccc(C(=O)O)cc2)no1,6.5,-2.0,2.2,2.3,1.6,1.2,2.8,0.8,-0.5,-1.1,0.9
COc1ccc(OC)c(S(=O)(=O)NCCCc2ccccc2)c1,-7.1,0.6,0.5,0.8,0.9,0.2,-0.5,-1.5,-0.6,-0.2,-0.1
Cc1cccn2c(=O)c(/C=C(\C#N)C(=O)NCc3ccco3)c(N3CCCCC3)nc12,-2.5,0.1,1.3,-1.2,0.7,-34.2,-1.3,-2.5,-1.7,-11.2,0.2
O=C(NCC1CCCN(Cc2nccs2)C1)c1cccc2ccccc12 (centres undefined),-3.4,-0.9,-0.1,-1.1,0.3,6.9,2.4,-1.0,-1.2,-8.8,1.2
COc1cccc2sc(N(CCCN(C)C)C(=O)c3ccc(S(=O)(=O)N4CCCc5ccccc54)cc3)nc12,-14.8,-0.1,-4.2,-1.4,1.1,7.7,-0.1,0.7,-1.4,-2.5,0.6
O=c1c2c(nc3cc(-c4ccc(Cl)cc4)[nH]n13)CCS2,-3.1,-2.3,5.0,12.6*,3.2,2.2,11.0*,4.5,0.3,-33.0,2.6
COCCOc1cc(COC)nc(-c2cccc(C)c2)n1,0.9,0.1,-4.9,-2.6,.,2.8,0.6,-0.1,-1.0,-4.9,-0.3
Cc1cccc(-c2nnc(SCC(=O)N3CCCC3)o2)c1,0.4,0.6,6.1,4.0,-0.7,-5.5,7.6,-0.5,-1.1,-2.8,0.8
CCCc1nc2ccccc2c(C(=O)OCC(=O)Nc2cccc(S(=O)(=O)N3CCOCC3)c2)c1CC,-50.5,0.8,-0.8,-2.5,-4.4,3.4,-5.3,-2.0,-1.2,4.3,-1.2
C=CCc1c(O)c(CC)cc2c(C)cc(=O)oc12,0.4,0.9,2.5,-2.9,1.1,3.1,-3.2,-0.2,-1.7,i,-0.1
Cc1cccc(CC(=O)NCC(=O)NCc2cc(=O)n(C)c(=O)n2C)c1,6.0,-1.1,1.6,-2.6,-0.2,5.1,0.4,0.1,-1.2,-1.6,0.9
COc1cccc(NC(=O)[C@@H]2CCCN2C(=O)[C@@H]2Cc3ccccc3CN2C(=O)OC(C)(C)C)c1,-4.9,1.2,1.7,3.9,-0.1,-2.2,1.6,0.4,-0.5,-3.6,2.1
COCc1[nH]nc2c1C(c1ccccc1)NC2=O (centres undefined),19.0,-0.1,.,-6.1,.,4.6,-1.3,0.4,0.0,1.9,0.8
COc1ccc(-c2csc(Nc3ccc(C)cn3)n2)cc1,-7.0,0.2,3.1,-3.8,0.7,3.2,12.1*,0.8,-1.1,-9.8,1.1
CC[C@H](C)C(N)c1cn(C(CCCN=C(N)N)C(=O)N2CCNCC2)nn1 (some centres undefined),2.7,-1.2,-0.8,0.0,0.6,-1.6,2.5,-0.2,-1.1,2.3,0.4
CC(OC(=O)CCN=C1NS(=O)(=O)c2ccccc21)C(=O)NCc1ccccc1 (centres undefined),-1.6,-2.3,0.9,-6.0,0.2,0.9,-1.3,0.8,-0.6,-10.7,2.5

# Compounds were not picked by outcome; 7% or so of the library scored in one or more.
